# NALP1 yeast inh: NALP1 inflammasome inhibitors in reconstituted yeast, colorimetric, S. cerevisiae, triplicate retest; S. cerevisiae NALP1/ASC/caspase-1 growth, X-gal OD620, 72 h; inhibition, % at 10 µM; 0.61% of 280,000 active; in the data active means inhibition mostly above about 24%, no sharp cut-off; inactive means mostly below about 32%; further: some compounds called inactive have numbers as strong as hits
# PHOSPHO1 inh: PubChem AID 1565. inhibition, % at 13.3 µM. Phosphoethanolamine/phosphocholine phosphatase (Homo sapiens), Q8TCT1. 1.1% of 290,000 active. recombinant PHOSPHO1, absorbance phosphatase assay; in the data active means inhibition above about 60%
# p-CIP stab down: p/CIP-EGFP fusion destabilizers, primary screen, fluorescence, F442A cells; Q05BA5; 16 h; decrease of EGFP signal, % at 10 µM; 0.01% of 290,000 active;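 active means EGFP signal decrease of at least 30% at 10 µM or well 3 SD below plate mean, unless failing retest; inactive means the rest, including hits failing retest or dose response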; further: some compounds called inactive have numbers as strong as hits; many of its hits are not listed in these tables
# GPR7 antag: GPR7 receptor antagonists, primary screen, cell-based, fluorescence, single concentration. Neuropeptides B/W receptor type 1 (Homo sapiens), P48145. GPR7-expressing cells, fluorescence antagonist assay. inhibition, % at 4.4 µM. 1.1% of 290,000 active. AID 1861, 2009; in the data active means inhibition above about 16%, passing the limit was not always enough;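 further: cells stimulated with the agonist NPW; 0% = agonist with vehicle and 100% = vehicle without agonist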
# IDE cell activ: human IDE activators in live cells, primary screen, fluorescence polarization, HEK cells, FAbeta-B substrate; 0.073% of 340,000 active; activation, % at 5.96 µM; Insulin-degrading enzyme (Homo sapiens), P14735; FAbeta-B cleavage; 0% vehicle, 100% cell-free pure enzyme wells; AID 493087, 2011;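 active means activation above the mean of all tested compounds plus 3 SD, set per screening campaign, cut at about 17% in these data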
# VIM-2 inh: VIM-2 metallo-beta-lactamase inhibitors, primary screen, biochemical, epi-absorbance readout, Pseudomonas aeruginosa enzyme; AID 1527, 2009; 0.89% of 290,000 active; inhibition, % at 5.6 µM; purified VIM-2, nitrocefin hydrolysis, epi-absorbance fluorescence;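 active means inhibition above the mean of all tested compounds plus 3 SD, cutoff set per screening run, cut at about 7.5% in these data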;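 further: red hydrolysis product quenches plate fluorescence so inhibitors raise well fluorescence; 0% = enzyme with DMSO and 100% = DMSO without enzyme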
# IMP-1 inh: IMP-1 metallo-beta-lactamase inhibitors, primary screen, biochemical, epi-absorbance readout, Pseudomonas aeruginosa enzyme | metallo-beta-lactamase IMP-1 (Pseudomonas aeruginosa) | purified IMP-1, nitrocefin hydrolysis, epi-absorbance fluorescence | 0.45% of 290,000 active | AID 1556, 2009 | inhibition, % at 5.6 µM;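 active means inhibition above the mean plus 3 SD of all compounds in the same screening run, cut at about 4.5% in these data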;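 further: 0% = IMP-1 with DMSO and 100% = DMSO wells lacking enzyme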
#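 Assay system: purified IMP-1; Quantity: IMP-1 0.2 nM before substrate addition; Medium: HEPES buffer pH 7.1 with ZnSO4 and Brij 35; Incubation: 15 min enzyme–compound preincubation, then 25 min nitrocefin reaction, 25 °C; Signal: fluorescence quenching readout, ex 480/em 530 nm; Controls: DMSO with and without IMP-1; Repeats: singlicate testing.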
# IDE cell inh: human IDE inhibitors in live cells, primary screen, fluorescence polarization, HEK cells, FAbetaB substrate. Insulin-degrading enzyme (Homo sapiens), P14735. FAbetaB cleavage. inhibition, % at 5.59 µM. 0.41% of 320,000 active. AID 434962, 2010;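 active means percent inhibition above the average of all tested compounds plus 3 SD, set per screening campaign, cut at about 16% in these data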;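 further: IDE supplied by intact live HEK cells; FP after avidin binding of uncleaved biotin substrate so inhibition keeps polarization high; 0% = DMSO wells and 100% = 60 µM reference IDE inhibitor Ii1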
# PfM18AAP inh: PfM18AAP inhibitors, malaria aminopeptidase, primary screen, biochemical, QFRET, recombinant enzyme; M18 aspartyl aminopeptidase (Plasmodium falciparum 3D7); H-Glu-NHMec fluorogenic cleavage; inhibition, % at 7.35 µM; 1.2% of 290,000 active;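 active means inhibition above the campaign mean inhibition over all tested compounds plus 3 SD, cut at about 28% in these data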;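 further: 0% = plate median of test compound wells and 100% = 2 mM ZnCl2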
# * = called active by the depositor; / = not tested or not shown.
SMILES,NALP1 yeast inh,PHOSPHO1 inh,p-CIP stab down,GPR7 antag,IDE cell activ,VIM-2 inh,IMP-1 inh,IDE cell inh,PfM18AAP inh
O=C(CCS(=O)(=O)c1ccccc1)Nc1nc(-c2ccccn2)cs1,/,/,/,-15,4,1.4,-3.7,0,-1
Cc1ccc(OCC(O)CNS(=O)(=O)c2ccccc2C(=O)O)cc1 (stereo not drawn),2,-10,-6,-3,3,-2.7,-3.9,7,-13
Cc1cc(C)n(C(=O)N(c2ccccc2)c2ccccc2)n1,-1,14,12,-15,-2,-1.8,-1.8,4,-8
COc1ccc(/C=N/NC(=O)c2ccoc2C)cc1OC,18,5,-5,-1,-2,-4.7,-5.6,-1,-2
O=P(c1ccccc1)(c1ccccc1)c1ccc(O)cc1,11,19,0,-12,2,-0.2,-1.9,-2,-9
O=C(COc1ccccc1Cl)NNC(=O)C1CCCO1 (stereo not drawn),/,1,-3,-14,5,-2.1,-1.6,1,5
Cc1[nH]c2ccc(C(=O)NCCCN3CCCCCC3)cc2c1C,3,2,-9,-11,2,2.0,-0.4,3,8
Cc1c(/C=C/C(=O)c2ccccc2)cnn1C,7,48,-14,-5,4,-1.2,-1.9,2,5
Cc1cc(=O)n2[nH]c(-c3ccc(F)cc3)cc2n1,19,1,1,4,1,-3.3,-5.7,1,8
COCCCn1c(C)nnc1SCC(=O)NNC(=O)COc1ccc(Cl)cc1,-4,37,-13,4,-5,-4.4,-1.4,2,9
O=C(OCc1cc(Cl)ccc1OC(F)F)c1cncc(Br)c1,-4,-2,-25,-6,2,-0.7,-1.6,9,-1
Cc1ccnc(NS(=O)(=O)c2ccc(NC(=O)CCOc3ccccc3)cc2)n1,10,53,-1,-13,2,-2.8,-2.9,1,1
COc1ccc(-c2cc(C(=O)N3CCOCC3)no2)cc1,11,31,-13,-10,5,-1.1,-6.2,8,1
CC1(C)C(C#N)=C(N)OC2=C1C(=O)CCC2,-7,-5,-8,-21,-5,-3.3,-2.2,12,-2
Cc1nnc2ccc(-c3cccc(NC(=O)c4ccc(Cl)nc4)c3)nn12,9,14,8,-11,2,5.0,-3.6,3,0
C#CCOCCOCCOCCNc1nc(N2CCN(C(=O)[C@H](Cc3cc4ccccc4[nH]3)n3cc([C@@H](N)C(C)CC)nn3)CC2)nc(N2CCN(C(=O)[C@H](CCCCN)n3cc([C@@H](N)CC(C)C)nn3)CC2)n1 (stereo partly drawn),5,26,-11,-6,/,-2.0,-1.1,4,0
CCOC(=O)C(N)CSC1CC(=O)N(c2ccc(C(=O)OC)cc2)C1=O (stereo not drawn),10,32,-10,-15,-1,-2.8,-1.4,-1,11
Cn1nccc1C(=O)N1CCN(C23CC4CC(CC(C4)C2)C3)CC1,8,42,6,-8,5,-1.7,0.8,2,4
CCC(C)NC(=O)NC(=O)N(C1CCCCC1)S(C)(=O)=O (stereo not drawn),11,16,-18,-3,4,-1.3,-1.5,4,0
Cc1ccc(NC(=S)N2CCN(c3nccc(C(F)(F)F)n3)CC2)c(C)c1,20,29,-6,-7,6,-2.1,-0.6,2,-4
Cc1ccc(C(=O)NCC(=O)OCc2csc(-c3ccccc3)n2)cc1,32,-4,-6,7,-4,-1.7,2.4,0,-12
NC1=NC[C@H](c2ccccc2)N1CCCCC1CCCCC1,/,26,-10,/,2,/,/,1,/
COc1cccc(OCC(=O)Nc2cc(NC(=O)COc3cccc(OC)c3)cc(C(=O)O)c2)c1,2,8,-1,-17,-5,-1.5,-1.3,0,-5
CSc1nsc(/C=C/Nc2ccc(F)cc2F)c1C#N,5,-17,-10,2,0,1.9,0.1,4,6
CN(C)C(CNC(=O)c1cc(S(=O)(=O)N(C)c2ccccc2)ccc1Cl)c1cccs1 (stereo not drawn),18,-8,-2,-8,1,-1.0,-2.8,-4,-1
CCOc1ccccc1N1CCN(CC(=O)NCCc2ccc(S(N)(=O)=O)cc2)CC1,1,-14,-9,3,-9,0.7,0.4,-1,-4
Cc1nn(Cc2ccc(Cl)cc2Cl)c(C)c1NC(=O)Cn1nc([N+](=O)[O-])c(Cl)c1C,4,-3,-33,-5,0,-2.6,1.7,-1,2
CCOc1ccc(NC(=O)c2ccc(CNc3c(N4CCCC4)c(=O)c3=O)cc2)cc1,/,38,-7,-7,-2,-3.2,-2.2,0,9
O=C(CN(C(=O)C1CSC(=O)C1)c1cccc(F)c1)NC1CCCC1 (stereo not drawn),-2,-12,4,-1,3,-4.3,-2.3,1,-6
CC1=C(C(=O)Nc2cccnc2)C(c2cccnc2)n2ncnc2N1 (stereo not drawn),21,3,4,0,8,0.7,-0.5,-4,-7
COc1ccc(C2Nc3ccccc3C(=O)N2Cc2ccco2)cc1COc1ccc(NC(C)=O)cc1 (stereo not drawn),34,10,-4,-1,2,-1.3,-2.9,-1,-11
O=C(Nc1ccccc1-c1ccccc1)NC1CC2CCCC(C1)N2Cc1ccc(F)cc1 (stereo not drawn),14,32,-14,10,0,1.3,-4.1,7,-2
Cc1ccc2c(ccn3cc4c(c(=O)n(C)c(=O)n4C)c23)c1,-13,8,-11,-12,2,1.7,-1.6,6,-7
CCOC(=O)Cn1c(=NC(=O)CN2C(=O)CCC2=O)sc2cc(S(N)(=O)=O)ccc21,36,-5,-5,-4,4,-1.6,-4.0,-5,3
O=C(O)CCSc1nnc(-c2ccncc2)n1-c1ccccc1,11,-24,26,-15,2,-0.4,-3.0,2,2
CCCn1nc2cc(C(=O)NC3CCc4ccccc43)ccc2c1OCC (stereo not drawn),30,-18,8,2,-3,1.4,-2.0,3,-11
O=C(Nc1nc(-c2ccc(Cl)s2)cs1)c1cccs1,-3,43,-5,-15,-1,1.7,0.1,0,-1
CC1CC(C)CN(C(=O)CCNC(=O)c2ccccc2Cl)C1 (stereo not drawn),7,10,-6,-14,-1,-0.8,-0.2,/,-5
CC1(C)NC(=O)N(CCCCOc2ccccc2[N+](=O)[O-])C1=O,14,42,1,3,/,-2.2,-1.6,-3,3
CCCCCCC1CC(CSC(=N)N)OC1=O (stereo not drawn),1,-3,-7,-4,1,-0.2,-3.1,1,0

# Reprinted from the part before: 2 compounds, then new ones.
SMILES,NALP1 yeast inh,PHOSPHO1 inh,p-CIP stab down,GPR7 antag,IDE cell activ,VIM-2 inh,IMP-1 inh,IDE cell inh,PfM18AAP inh
CC1(C)NC(=O)N(CCCCOc2ccccc2[N+](=O)[O-])C1=O,14,42,1,3,/,-2.2,-1.6,-3,3
CCCCCCC1CC(CSC(=N)N)OC1=O (stereo not drawn),1,-3,-7,-4,1,-0.2,-3.1,1,0
COC(=O)/C=c1/s/c(=C(/C#N)C(=O)N2CCOCC2)n(-c2ccccc2)c1=O,6,12,10,-11,11,-5.6,-2.6,-2,9
CC1CCc2c(C(=O)OCC(=O)Nc3cccc(S(=O)(=O)N4CCCCCC4)c3)csc2C1 (stereo not drawn),8,6,-8,-11,0,-2.6,0.7,-2,1
COc1ccc(C2C(C#N)=C(N)N(c3sc4c(c3C#N)CCCC4)C3=C2C(=O)CC(C)(C)C3)cc1OC (stereo not drawn),-42,7,-16,-1,-4,-4.0,-5.1,3,7
CC(=O)N1CCN(C(=O)COc2ccc(N(C)S(=O)(=O)c3cccs3)cc2)CC1,11,-13,0,-15,1,-3.8,-3.2,2,-3
O=C(Cn1cc([N+](=O)[O-])cn1)Nc1ccc(Cn2cc(Br)cn2)cc1,7,8,-4,12,2,-1.2,0.7,4,5
Fc1ccc(CNc2nc3ccccc3n3cnnc23)cc1,8,-9,1,4,3,2.0,-0.1,2,-2
COc1cccc(-c2nnn(CC(C)=O)n2)c1,-7,-4,-1,-14,8,-4.6,-3.5,1,-2
O=C(CN(Cc1ccc2c(c1)OCO2)C(=O)CNS(=O)(=O)c1ccccc1)NCC1CCCO1 (stereo not drawn),-9,8,-1,-5,1,-1.0,-2.2,3,-7
NC(=O)c1sc(=S)n(-c2ccc(Br)cc2)c1N,-13,54,-6,8,-1,-1.2,-4.0,-2,38*
O=C(Oc1cccnc1)c1ccc(Cl)cc1,11,-8,-1,-5,-1,-7.2,-4.5,8,-17
O=C(COC(=O)CNC(=O)c1ccccc1)Nc1cccc(Br)c1,28,1,-10,-10,3,-2.3,-4.3,-1,-4
COc1ccccc1NC(=O)c1c(Nc2ccccc2C)sc(C(=O)Nc2cccc(Cl)c2)c1N,45,-45,2,10,-3,-0.3,0.0,-3,0
Nc1nc(CC(=O)CSc2ccc(Cl)cc2)nc(Nc2ccc(F)cc2)n1,17,11,-3,-7,/,0.6,-1.9,0,-18
CCC1(CC)NC(=O)N(CC(=O)OCC(=O)Nc2ccc(F)c(F)c2F)C1=O,1,-10,1,-14,1,-1.6,-1.1,2,-4
O=[N+]([O-])c1ccc(Sc2nc3ccccc3o2)c([N+](=O)[O-])c1,21,29,-9,9,1,-2.5,-1.3,6,-10
C/C(N)=C(/C#N)C(=O)COC(=O)c1cc2c(s1)CCC(C)C2 (stereo not drawn),4,32,-4,-14,4,-5.6,-1.4,1,-1
CCCC1=[N+](CC(C)=O)CCn2c(C)ccc21,3,-7,0,-11,2,-1.6,-2.0,-3,-2
CCOC(=O)N1CCC(N2CC34C=CC(O3)C(C(=O)Nc3ccc(C(C)C)cc3)C4C2=O)CC1 (stereo not drawn),-8,2,-12,0,4,-0.5,-1.9,2,-10
Nc1nc(SCC(=O)N2CCc3ccccc3C2)[nH]c(=O)c1-c1ccccc1,1,46,-3,3,-1,-2.9,-3.9,3,4
COc1ccc(NS(=O)(=O)c2cccc(-c3nnc(-c4ccccc4)o3)c2)cc1,12,3,2,-19,-1,-1.7,-5.0,-3,4
CCC1(C)OC(=O)N2CCc3c(C)[nH]c4c(C)ccc(c34)C21C (stereo not drawn),31,38,-2,18*,5,-1.7,-6.1,1,-6
CC(/C=C/c1ccc2c(c1)OCO2)=N\NC(=O)c1ccccc1,-5,-11,12,4,4,-3.1,-2.1,-2,11
CS(=O)(=O)N(CC(=O)Nc1ccccc1C(=O)N1CCOCC1)c1ccccc1,4,-1,-16,-12,2,-2.2,-3.7,-8,0
Cc1cc(S(=O)(=O)NCc2ccco2)c(C)s1,2,40,-3,-5,-6,-3.9,-3.4,3,6
CCOC(=O)CSc1nc(-c2cccs2)nc2c1c(=O)n(C)c(=O)n2C,1,10,-11,-1,2,-0.9,-0.4,3,-1
Cc1ccc2[nH]c3c(=O)n(CC(=O)NCc4ccco4)ncc3c2c1,9,-8,-3,2,3,-1.6,-0.2,-2,3
